Screening results: PubChem, Small Molecule Screening Facility, UW Madison
PriA SSB inh: K. pneumoniae PriA-SSBct interaction inhibition; hit rate 0.6% among 430,000; inhibition, % at 33 µM; AlphaScreen SSBct-PriA binding, biotinylated peptide; in the data active = inhibition mostly above about 37%, no sharp cut-off; inactive = mostly below about 20%;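 note: plate controls were negative control peptide for no effect and reference peptide for full effect; strong numbers were not always called active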
* = called active by the depositor; & = joins results of further samples.

compound	PriA SSB inh
O=C(NCc1nc2ccccc2[nH]1)C1CN(C(=O)COc2ccccc2F)C1	-2.0
CN(C)c1cccc(C(=O)NCC2CCN(c3nccnc3C#N)CC2)c1	-9.0
CCSc1ccccc1C(=O)Nc1cc(C)nn1-c1ncnc2c1cnn2-c1ccc(C)cc1C	-11.0
Cc1ccc2c(CC(=O)NCc3cccnc3)cc(=O)oc2c1	1.0
O=C(CCc1ccccc1F)N1CCC(c2ccsc2)CC1	-22.0
Cc1ccc(C2C(C#N)=C(SCC(=O)NCc3ccccc3)NC3=C2C(=O)CCC3)cc1 (stereo not given)	-10.0
O=C(Nc1ccc2c(c1)CN(S(=O)(=O)c1cccs1)CC2)c1ccc(F)cc1F	-10.0
CN(C)S(=O)(=O)c1ccc(C(=O)N2CCN(c3ccc(-n4cncn4)nn3)CC2)cc1	-17.0
O=C(Nc1nc(-c2ccncc2)cs1)c1ccc2c(c1)CCCC2	4.0
CCOc1cc(-c2nnc(NC(=O)/C=C/c3ccc([N+](=O)[O-])cc3)o2)cc(OCC)c1OCC	-3.0
O=C(COc1ccc(Cl)cc1)NCCc1ccc(N2CCCC2)cc1	-3.0
N#C/C(=C\c1ccc([N+](=O)[O-])cc1)c1nc(-c2ccco2)cs1	10.0
Cc1ccc2nc(NC(=O)CCCn3nc(-c4ccc(F)cc4)ccc3=O)sc2c1	1.0
COc1cccc(-n2nnnc2SCC(=O)Nc2ccccc2F)c1	-19.0
O=C(NCCn1ncccc1=O)c1cc(-c2ccco2)[nH]n1	-3.0
CSc1nn(CC(=O)NCc2ccccc2)c(N)c1-c1nc(-c2ccc3c(c2)OCO3)no1	-5.0
COCCNC(=O)Nc1ccn2nccc2c1	-6.0
CCCC1(CC)C(=N)NC(=O)NC1=O (stereo not given)	-3.5
COc1ccc(Cl)cc1NC(=O)Cc1cc(=O)[nH]c(SCc2ccccc2F)n1	8.0&17.0
Cc1ccccc1CC(=O)Nc1cc(N2CCCC2)ncn1	-2.0
COC(C)(CNC(=O)c1snnc1C)c1cccc(Cl)c1 (stereo not given)	-4.0
COc1ccc(-c2cc(=O)n(CC(=O)N3CCN(Cc4ccccc4)CC3)cn2)cc1	-5.0
Cc1cc(C)n2nc(C(=O)NN=Cc3ccccc3Cl)nc2n1	4.9
Cc1cc(=O)[nH]c(-n2nc(C)c(CCC(=O)Nc3ccc(C(C)C)cc3)c2C)n1	-7.0
Cc1ccc2[nH]c3c(=O)n(CCC(=O)O)cnc3c2c1	-10.0&-4.0
Cc1ccc(CCC(=O)NCCSC2CCOCC2)cc1F	-4.0
Cc1ccn2cc(CNS(=O)(=O)c3ccc(Oc4ccccc4)cc3)nc2c1	-6.0
Cc1cc(C)c(S(=O)(=O)Nc2ccc(Nc3ccc(-n4ccc(C)n4)nn3)cc2)c(C)c1	3.0
Cn1nc(CNC(=O)CSc2ccc(F)cc2)c2c1CCOC2	-11.0
COc1ccc(CNC(=O)NCC(C)(O)CSC)cc1OC (stereo not given)	-12.0
O=P(CCl)(CCl)OCCOP(=O)(CCl)CCl	7.0
O=C(c1cnn2c1OCCC2)N1CCn2c1nc1ccccc12	3.0
O=C(NCc1cccc(Oc2ccccn2)c1)c1ccc2nc[nH]c2c1	-8.0
COc1cc(NC(=O)NCC(c2ccc3c(c2)CCN3C)N2CCOCC2)cc(OC)c1 (stereo not given)	7.0
O=C1CCCCCN1SSN1CCCCCC1=O	-2.0
O=S(=O)(NCc1cccnc1-c1ccsc1)c1ccc2c(c1)CCCC2	-7.0
COc1ccc(S(=O)(=O)CCC(=O)Nc2nnc(-c3ccc4c(c3)OCO4)o2)cc1	-30.0
Cc1cc(OC2CCN(S(=O)(=O)C3CC3)CC2)cc(=O)o1	-3.0
COc1cc(NC(=O)N2CCN(c3ccc(-c4noc(C5CC5)n4)cn3)CC2)cc(OC)c1	-15.0
NC(=S)NN=Cc1ccccc1O	9.7
O=C(Nc1ccc2c(c1)N(C(=O)c1cccs1)CC2)c1ccccc1C(F)(F)F	-2.0
Cc1ccc(N(Cc2ccco2)S(=O)(=O)c2ccc(F)cc2)cc1	-39.0
COc1ccccc1NC(=O)c1cc2cccnc2n(Cc2ccc(Cl)cc2)c1=O	-15.0
COc1cc(OC)c(C=NNC(=O)c2ccc(NC(C)=O)cc2)cc1Br	-13.7
CNC(=O)C(=O)Nc1ccon1	1.0
CCc1nnc(C2CCN(S(=O)(=O)c3cccnc3)CC2)s1	-4.0
Cc1ccc(Cc2cnc(NC(=O)CCCOc3ccc(Br)cc3)s2)cc1	-5.0&-5.0
Cc1cc2nnc(SCC(=O)NCCc3ccccc3)n2c2ccccc12	-19.0
O=C(NCCOc1ccc(-c2ccccc2)nn1)c1cccs1	-3.0
COc1cc(CSCc2csc(NC(=O)Cc3ccc(-c4ccccc4)cc3)n2)cc(OC)c1	-13.0
Cc1ccc(N2C(=Nc3nc(C)cc(C)n3)NC(=O)CC2C(=O)O)cc1 (stereo not given)	-6.8
CCOC(=O)C(N=Nc1ccc(Cl)cc1)=C(O)c1ccc([N+](=O)[O-])cc1	-5.5
CC(C)(C)C(=O)OCC(N)=NOC(=O)c1ccc(Cl)c(Cl)c1	-1.8
O=S(=O)(NCc1cccnc1)N1CCOCC1	4.0
CC(/C=C/N(C)C)=C\C=[N+](C)C	-2.0
Cc1ccc(-c2nnc(NC(=O)Cc3ccccc3)o2)c(C)c1	4.0
O=C(NC1CCSC1=O)C1CN(C(=O)COc2ccccc2F)C1 (stereo not given)	-11.0
O=C1c2ccccc2C(=O)N1CCCCN(C(=O)c1cccs1)c1ccc(F)cc1F	-11.0
CC(=O)Nc1ccc(S(=O)(=O)NCc2nc(C)cc(N3CCCC3)n2)cc1	-6.0
C=C(C)CNC(=S)NN=C1CCCCc2ccccc21	10.1

Continued.
compound	PriA SSB inh
Cc1cc(OC2CCN(C(=O)c3cccc(C(F)(F)F)c3)CC2)cc(=O)o1	0.0
COc1cccc(C=NNC(=O)C(=O)NN=Cc2cccc(OC)c2O)c1O	-5.7
COc1nc2c(c(=O)n(Cc3ccccc3)c(=O)n2C)n1C	8.0
COc1ccc(-c2nc(C#N)c(N3CCN(C)CC3)o2)cc1	54.2*
CC(=NN=C(N)SC1CC(=O)N(c2ccccc2)C1=O)c1cccs1 (stereo not given)	2.3
CCOc1ccc(CC(=O)Nc2nn(C)c3c2[C@@H](C)CC(=O)N3)cc1	-7.0
CCOc1cc(C=NN2CCN(Cc3ccccc3)CC2)ccc1O	17.0
CCOc1ccc2ccccc2c1C=NNC(=O)c1ccc([N+](=O)[O-])cc1	-6.3
CN(C)CCNC(=O)C=NO	0.5
Cn1nc(CNC(=O)c2cnc3ccccc3n2)c2ccccc2c1=O	-8.0
O=C(COc1ccc(Br)cc1)NN=C1SCC(=O)N1Cc1ccccc1	-17.3
O=C(CSc1ccc(C=NNC(=O)c2cccc(F)c2)o1)Nc1ccccc1	1.8
O=C(c1cccc(Br)c1)N(C(=O)N1CCCCC1)c1ccccc1	-1.0
CCOc1cc(C(=O)Nc2nnc(SCC(=O)Nc3ccccc3C(F)(F)F)s2)cc(OCC)c1OCC	6.0
CS(=O)(=O)N1CCC(C(=O)N2CCC(Oc3ncccc3Br)CC2)CC1	17.0
Cc1cc(NC(=O)c2ccccc2[N+](=O)[O-])nc2c1c(=O)oc1ccccc12	0.0
CC(C)COc1cccc(-c2cc(C(=O)NN=Cc3ccncc3)c3ccccc3n2)c1	-0.2
COc1ccc(CCS(=O)(=O)Nc2ccc3c(c2)OCC(C)(C)C(=O)N3)cc1	2.0
COC(=O)c1sccc1S(=O)(=O)NCCn1nc(C2CC2)cc1C1CC1	-2.0
CC(C)(C)c1csc(CN2CCN(C(=O)C3CC3)CC2)n1	-8.0
O=C(Cc1csc(Nc2ccccc2)n1)NC1CCN(Cc2ccccc2)CC1	11.0
O=C(c1cnccn1)N1CCN(c2cc(C(F)(F)F)ncn2)CC1	-6.0
O=S(=O)(c1ccc(F)cc1F)N1CCN(c2ccc(-c3cccs3)nn2)CC1	-4.0
Cc1cc(C)nc(SCCCNC(=O)Nc2nccs2)n1	-9.0
O=C(NCC1(c2ccccc2)CCOCC1)[C@@H]1CC=CCC1	-9.0
CCOC(=O)N1CCc2nc(NC(=O)CCCS(=O)(=O)c3ccc(Cl)cc3)sc2C1	14.0
O=C(Nc1nc(-c2ccccc2)c(-c2ccccc2)s1)C1CC1	1.0
O=[N+]([O-])c1ccc(CSc2ccc3nnc(-c4ccncc4)n3n2)cc1	-1.0
Cc1ccc(NC(=O)Cc2csc3nc(-c4ccccc4)cn23)cc1	20.0
COc1ccc2cc(C(=O)N3CCC(N4CCc5sccc5C4)CC3)[nH]c2c1	23.0
CCOc1ccc(-c2[nH]c(=S)[nH]c(=O)c2C#N)cc1	-11.0
CCS(=O)(=O)N1CCCc2ccc(NS(=O)(=O)c3ccccc3Cl)cc21	-9.0
COc1cccc(N2CC(C(=O)N3CCCC(c4nnc(C(F)(F)F)o4)C3)CC2=O)c1 (stereo not given)	-5.0
O=C(NCC1CCN(Cc2ccco2)CC1)c1cc2ccccc2oc1=O	-11.0
O=C(Cn1nc(-n2cccn2)ccc1=O)Nc1ccc(S(=O)(=O)Nc2ncccn2)cc1	0.0
O=C(NCc1ccc(F)cc1)C1CCN(c2cnc3ccccc3n2)CC1	-2.0
NS(=O)(=O)c1ccc(NC(=O)Cc2ccccc2)cc1	-9.0&5.0
Cn1nc(CCC(=O)Nc2cccc(-c3ccn[nH]3)c2)ccc1=O	-12.0
CCOC(=O)CNC(=O)Cn1c(=O)c2c(N3CCN(C(=O)C4CC4)CC3)ccnc2n(C)c1=O	-5.0
CCOc1cc(C(=O)Nc2ccccc2-c2nc3ccccc3s2)cc(OCC)c1OCC	-21.0
CC(=O)Nc1ccc(C(=O)NCCNC(=O)Cc2cccs2)cc1	-17.0
CCCCOc1ccccc1-c1cc2c(SCC(=O)Nc3ccc(C)c(Cl)c3)nccn2n1	-13.0
Cc1csc(C(=O)N2CCC(COCc3ccc(Cl)cc3)CC2)c1	-21.0
O=C(c1cc2ccccc2o1)N1CCC(CNS(=O)(=O)c2cccc3cccnc23)CC1	-3.0
O=S(=O)(NCC1CCN(c2nc3ccccc3o2)CC1)c1cccc2ccccc12	1.0
O=C(Cc1csc(Nc2ccccc2)n1)NCC1CCCCC1	-1.0
CCOC(=O)c1ccc(S(=O)(=O)NCCOc2ccc(-c3ccc(F)cc3)nn2)cc1	-2.0&-2.0
COc1ccc(CN2CCNCC2CCO)cc1C (stereo not given)	7.0
O=C(Nc1ccccc1Cl)NC1CCN(c2ccccn2)C1 (stereo not given)	12.0
COc1cc(C=NO)cc(Br)c1OCc1cccc(Cl)c1	-26.5
COc1ccc(S(=O)(=O)Cc2nc(-c3cccc(C)c3)no2)cc1Cl	-7.0&5.0
COC(=O)c1c(N)sc2c1CCN(C(C)=O)C2	5.0
O=c1[nH]c(NN=Cc2ccc3c(c2)OCO3)nc2ccccc12	-1.8
Cc1ccc(/C=C/S(=O)(=O)N2CCN(c3ccc(-c4ccncc4)nn3)CC2)cc1	-12.0
O=C(CC1CSc2nc3c(c(=O)n21)CCCC3)NCc1cccnc1 (stereo not given)	-2.0
COc1ccccc1OCC(=O)NCCn1ncc2c(=O)n(Cc3ccc(C)cc3)cnc21	-13.0
COc1ccccc1NCC(=O)NN=Cc1c(O)ccc2ccccc12	-5.6
O=C(NCC1(c2cccs2)CC1)c1ccc(F)cc1F	-16.0
CCOc1cc(-c2ccc(Cl)cc2)nc2ccc(NC(=O)Nc3ccccc3C(F)(F)F)cc12	-2.0
CCOc1cccc2cc(C(=O)Nc3c(C)nc4sc(C)c(C)n4c3=O)c(=O)oc12	-5.0

Going on with the list:
compound	PriA SSB inh
Cc1ccnc(SCCCNC(=O)Nc2cc(C)on2)n1	-7.0
O=C(NCC1CCN(Cc2ccccc2)CC1)C(=O)Nc1ccc2c(c1)OCCO2	-1.0
Cc1ccc(Nc2nc(Nc3ccc4ncccc4c3)nc(N3CCOCC3)n2)cc1C	-6.0&2.0
CC(CC(=O)N(C(C)C)C(C)C)=NNC(=O)c1ccccc1Br	1.5
CCOc1cccc2cc(-c3csc(NC(=O)c4ccc(C(C)=O)cc4)n3)oc12	7.0
CCOc1cc(C=NNC(=O)Cn2nnc3ccccc32)ccc1O	-17.5
COc1cc(C(=O)NCCc2ccc(Cl)cc2)on1	-17.0
CC(=O)c1ccc(NC(=O)c2cccc(Oc3ccccn3)c2)cc1	-3.0
CN(C)S(=O)(=O)N1CCN(c2cc(-n3cccc3)ncn2)CC1	4.0
CCOC(=O)N1CCN(C(=O)CSc2nnc(-c3cn(CC)nc3OCC)n2CC)CC1	-2.0
COc1ccc(S(=O)(=O)CCC(=O)Nc2cccc(-c3nc4ccccc4[nH]3)c2)cc1	-6.0
CCOc1ccccc1NC(=O)C(=O)NC[C@](C)(O)c1cc2ccccc2o1	-10.0
Cc1ccc(NC(=O)c2cc(-c3ccco3)nc3c2c(C)nn3C2CCS(=O)(=O)C2)cc1Cl (stereo not given)	-5.0
CC(C)(C)c1ccc(OCC(=O)NN=CC2CC=CCC2)cc1 (stereo not given)	-7.6
O=S(=O)(NC1CCC(Oc2cnccn2)CC1)C1CCCCC1 (stereo not given)	-4.0

Among those listed so far, 3 contain a tert-butyl group:
compound	PriA SSB inh
CC(C)(C)C(=O)OCC(N)=NOC(=O)c1ccc(Cl)c(Cl)c1	-1.8
CC(C)(C)c1csc(CN2CCN(C(=O)C3CC3)CC2)n1	-8.0
CC(C)(C)c1ccc(OCC(=O)NN=CC2CC=CCC2)cc1 (stereo not given)	-7.6

Only part of the results is shown; the hit share may differ from the screen's.
